ELG1 genotox = inducers of genotoxicity in HEK293T ELG1-luciferase cells. 1.3% of 330,000 active. AID 504466. Potency, µM (highest dose often 46 µM), for inactives: at the top dose activity change, positive = activation, actives largely listed as activators. HEK293T ELG1-luciferase reporter, luminescence, 16 h; further: % of control where 0% means no effect; nearly all actives have a fitted effect of over 60% in size
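Genotoxicity was scored as increased ELG1-luciferase reporter signal, measured by ONE-Glo luminescence (30 min, room temperature). Compound or vehicle exposure of the HEK293T reporter cells lasted 16 hr at 37°C.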
p53 reactivator = re-activators of mutant p53 | AID 504706 | Potency, µM (series often up to 92.2 µM), for the others: at the top dose activity change, positive = activation, hits mostly activators | H1299 p53-A138V BP100-luciferase reporter, luminescence, 24 h | 0.063% of 320,000 active; further: % of control where 0% means no effect; nearly all actives have a fitted effect of over 45% in size
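p53-null H1299 cells stably carrying temperature-sensitive p53-A138V and a BP100-luciferase reporter were pinned with compounds (4-point, 1:5 series) and held 24 hrs at 37 deg C. Luminescence was read 10 min after detection reagent.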
uPA surface inh = cell surface uPA generation inhibition | cell surface uPA generation assay, qHTS | 0.31% of 330,000 active | Potency, µM (doses to about 38.3 µM), inactives show at the highest dose activity change, negative = inhibition, usual class: inhibitors; active means well fitted inhibition curve with a large enough effect; inconclusive means small, poorly fitted or top-dose-only effect; inactive means no such curve, though single readings can be large or run the other way; tested in mouse RAW 264.7 cells; further: on the % scale 0 is the no-effect control and ±100 the full control effect; nearly all actives have a fitted effect of over 55% in size
BRCA1 expr up = BRCA1 expression activation | MCF7-BRCA1-FFLuc reporter, luminescence, 48 h; response scale: scaled: vehicle 0%, 10 µM genistein 100% | Potency, µM (top dose mostly 46.1 µM), for inactives: top-dose activation, actives largely listed as activators | 1.1% of 380,000 active | AID 624202; further: nearly all actives have a fitted effect of over 80% in size; some results filed as inactive show a strong effect at the top dose
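Luminescence from a BRCA1-driven firefly luciferase in MCF7 cells was read after 48 h compound exposure at 37 C. Data normalized against DMSO and a 10microM genistein activation control, then curve-fitted across the titration.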
Gal4-VP16 FLuc = counter-screen for ROR gamma inhibitors: Gal4-VP16 reporter; Drosophila S2 Gal4-VP16 UAS-luciferase, luminescence, 20 h; AID 2546; 3.5% of 310,000 active; Potency, µM (highest dose often 53.6 µM), inactives show at the highest dose activity, negative = inhibition, hits mostly inhibitors;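 further: Gal4-VP16 expression switched on by copper sulfate through the metallothionein promoter; on the % scale 0 is the no-effect control and ±100 the full control effect; nearly all actives have a fitted effect of over 50% in size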
RORgamma inh = inhibitors of mouse ROR gamma transcriptional activity | AID 2551 | P51450 | Potency, µM (series often up to 53.6 µM), inactives show at the top dose activity change, negative = inhibition, usual class: inhibitors | Drosophila S2 Gal4-RORgamma UAS-luciferase reporter, 20 h | 5.4% of 310,000 active; further: on the % scale 0 is the no-effect control and ±100 the full control effect; nearly all actives have a fitted effect of over 60% in size
Target sequence (P51450 whole entry, looked up, the tested form may be a part): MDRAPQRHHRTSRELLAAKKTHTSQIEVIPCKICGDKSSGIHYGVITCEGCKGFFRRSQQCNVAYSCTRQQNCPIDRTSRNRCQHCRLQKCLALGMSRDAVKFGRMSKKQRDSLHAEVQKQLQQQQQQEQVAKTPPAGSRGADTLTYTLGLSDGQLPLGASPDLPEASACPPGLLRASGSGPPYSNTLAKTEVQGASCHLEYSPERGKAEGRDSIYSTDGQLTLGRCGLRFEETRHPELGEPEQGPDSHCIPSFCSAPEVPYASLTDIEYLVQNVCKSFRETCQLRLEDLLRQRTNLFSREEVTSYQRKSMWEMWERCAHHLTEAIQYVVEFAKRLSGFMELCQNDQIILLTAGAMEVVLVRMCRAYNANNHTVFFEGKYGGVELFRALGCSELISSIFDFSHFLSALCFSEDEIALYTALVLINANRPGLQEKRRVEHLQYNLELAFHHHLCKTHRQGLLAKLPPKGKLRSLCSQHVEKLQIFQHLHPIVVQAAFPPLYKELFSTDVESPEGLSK
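Stable Schneider cell line, Gal4 DNA-binding domain fused to ROR gamma, UAS-luciferase. Cmpd 1 hr RT → CuSO4 700 uM final → 20 hr RT → luciferase reagent 10 min → luminescence.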
NPC1 prom act = activators of NPC1 promoter; Huh7 NPC1 promoter luciferase reporter, 24 h; Potency, µM (doses to about 9.22 µM), without a hit: at the top dose activation, hits mostly activators; 2.4% of 320,000 active;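 further: % of control where 0% means no effect; nearly all actives have a fitted effect of over 60% in size; reporter is driven by a mutant NPC1 promoter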
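In 1536-well qHTS, Huh7 cells harboring an NPC1 promoter–luciferase construct received compound for 24 h; activation was quantified by luminescence following luciferase reagent addition.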
CXXC DNA block = MLL CXXC-DNA interaction inhibition; Q03164; MLL-CXXC / FITC-HOXA9 DNA fluorescence polarization; Potency, µM (highest dose often 115 µM), inactives show at the top dose activity change, negative = inhibition, actives largely listed as inhibitors; 0.037% of 290,000 active; AID 2662; active means well fitted inhibition curve with a large enough effect in the polarisation, with a control signal flat, not every such curve was filed as active; inconclusive means small, poorly fitted or top-dose-only effect, or effect the other way, or a change in a side signal; inactive means no such curve, though single readings can be large or run the other way; the % refers to the polarisation
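Steps: dispense CXXC domain solution (7 uM) → pin compounds or unlabeled HOX-A9 DNA control → 5 min ambient → add FLSN-HOX-A9 solution (50 nM) → spin → 30 min ambient → fluorescence polarization. Tris pH 7.5/NaCl/DTT/BSA buffer.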
FLuc counter = counter-screen for miR-21 project: firefly luciferase inhibitors or activators; Potency, µM (top dose mostly 57.5 µM), inactives show top-dose activity change, negative = inhibition, hits mostly inhibitors; purified FLuc, Km substrates, luminescence inhibition; P08659; 6.9% of 360,000 active;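 further: plate controls were vehicle for no effect and reference inhibitor for full effect; nearly all actives have a fitted effect of over 55% in size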
Target sequence (P08659 whole entry, looked up): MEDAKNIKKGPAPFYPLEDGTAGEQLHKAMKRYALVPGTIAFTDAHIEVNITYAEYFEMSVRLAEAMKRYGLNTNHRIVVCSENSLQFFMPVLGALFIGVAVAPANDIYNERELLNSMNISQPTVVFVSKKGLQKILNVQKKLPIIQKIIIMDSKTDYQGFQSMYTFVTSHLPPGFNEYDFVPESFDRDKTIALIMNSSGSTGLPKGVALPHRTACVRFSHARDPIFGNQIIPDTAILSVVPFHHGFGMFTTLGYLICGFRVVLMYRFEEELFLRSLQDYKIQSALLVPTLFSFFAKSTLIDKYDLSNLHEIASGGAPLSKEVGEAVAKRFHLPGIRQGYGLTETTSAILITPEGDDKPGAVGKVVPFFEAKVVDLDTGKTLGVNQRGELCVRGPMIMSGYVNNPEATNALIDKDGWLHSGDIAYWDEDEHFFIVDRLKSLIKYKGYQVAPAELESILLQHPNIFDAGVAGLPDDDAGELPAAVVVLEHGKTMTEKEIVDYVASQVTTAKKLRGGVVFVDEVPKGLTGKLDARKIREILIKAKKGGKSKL
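Purified P. pyralis luciferase (10nM final) with 10uM D-luciferin and 10uM ATP (Km levels) in 50mM Tris acetate pH 7.5, 10mM Mg acetate, 0.01% Tween-20, 0.05% BSA; qHTS 6-point titration, ~60 µM downward; luminescence read.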
MBNL1 CUG block = inhibitors of human MBNL1 binding to CUG repeat RNA. 0.036% of 280,000 active. Q9NR56. TR-FRET MBNL1-His/biotin-(CUG)12 binding, 665/545 ratio. Potency, µM (titrated, usually from 57.5 µM), for the others: top-dose activity change, negative = inhibition, usual class: inhibitors; active means well fitted inhibition curve with a large enough effect in the signal ratio, with a control signal flat, not every such curve was filed as active; inconclusive means small, poorly fitted or top-dose-only effect, or effect the other way, or a change in a side signal; inactive means no such curve, though single readings can be large or run the other way; the % refers to the signal ratio; further: on the % scale 0 is the no-effect control and ±100 the full control effect
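TR-FRET readout: Ex 340 nm, 665/545 nm emission ratio, normalized to buffer-only (basal) and MBNL1-(CUG)12 controls. Complex of MBNL1-His with Biotin-(CUG)12, compounds 92 nM–58 uM, incubated 60 min at room temperature.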
Rab9 promoter act = activates the Rab9 promoter; Huh7 Rab9 promoter-luciferase reporter, luminescence, 24 h; AID 485297; 2.8% of 320,000 active; Potency, µM (series often up to 9.22 µM), inactives show top-dose activation, negative = inhibition, usual class: activators; further: % of control where 0% means no effect; nearly all actives have a fitted effect of over 60% in size
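Luciferase signal after 10 min detection reagent at ambient indicates Rab9 promoter upregulation; stably transfected Huh7 cells were treated 24 h with compound in DMSO at 37 °C, 5% CO2.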
An asterisk follows results filed as active; ? = inconclusive; / = not tested or not shown; [ ] = remark or other dose. Unless noted, the call rests on the fitted dose curve; in most records, active means well fitted curve in the direction sought with a large enough effect; inconclusive means small, poorly fitted or top-dose-only effect, or another doubt; inactive means no such curve, though single readings can be large; an effect the other way counts as inactive or inconclusive. Potency means the concentration at half of the fitted maximal effect. An excerpt. The share of hits here may be higher or lower than overall.

| structure | Rab9 promoter act | p53 reactivator | RORgamma inh | FLuc counter | ELG1 genotox | BRCA1 expr up | NPC1 prom act | Gal4-VP16 FLuc | uPA surface inh | MBNL1 CUG block | CXXC DNA block |
| --- | --- | --- | --- | --- | --- | --- | --- | --- | --- | --- | --- |
| COCCNC(=O)c1ccc(C)cc1C | -8.1% | 18.8% | 17.6% | -0.7% | 0.4% | 40.1% | -0.4% | -7.9% | 1.1% | -1.7% | 0.5% |
| CCCCOc1ccc(C(=O)Nc2ccc(N3CCN(C(C)=O)CC3)cc2)cc1 | -9.5% | -4.2% | 1.7% | -1.0% | -3.5% | -5.1% | 2.1% | -2.5% | 9.4% | -0.8% | 10.6% |
| O=C(O)CCC(=O)N1CCc2cc(S(=O)(=O)NCCc3ccc(Cl)cc3)ccc21 | -5.2% | 2.9% | 2.8% | 1.4% | 2.2% | 4.3% | 2.6% | -6.3% | -11.2% | -0.5% | -8.1% |
| CCc1nc2ccccc2c(C(=O)OCC(=O)NCc2ccc3c(c2)OCO3)c1C | 0.6% | -13.0% | 37.1% | -15.3% | -6.7% | -33.7% | 0.0% | 1.8% | 2.5% | -12.1% | -0.9% |
| Cn1ccnc1SCCNC(=O)CCc1nnc(CCCCc2ccccc2)o1 | -4.8% | 0.1% | 31.9% | 5.3% | -0.1% | -0.3% | 1.1% | 14.3% | 5.5% | -1.5% | 31.3%[activator] |
| OCC[C@H]1C[C@H](O)[C@@H](O)[C@@]2(Cc3ccccc3CO2)O1 | -4.2% | 1.8% | / | 0.1% | 1.6% | 0.0% | -2.9% | / | -1.9% | / | / |
| O=C1NC(=Nc2ccccc2)/C(=C/c2ccco2)S1 | -2.1% | 6.7% | ? | -0.6% | -3.8% | -35.8% | 14.1% | 2.8% | -4.7% | ? | -3.5% |
| COc1cccc(C(=O)CSc2nccn2C)c1 | 2.51µM* | 8.9% | 10µM* | 16.9µM* | ? | 56.6% | 1.58µM* | ? | 0.4% | -4.6% | -12.9% |
| O=C(NCc1nnc(SCC(=O)N2CCN(c3ccccc3)CC2)o1)c1c(F)cccc1F | 1.9% | -7.6% | -3.9% | -2.6% | -11.6% | -18.0% | 9.3% | -7.2% | -1.8% | -5.2% | ? |
| O=C(NCc1cccs1)c1nn2cccnc2c1Cl | 15.5% | 25.5% | 27.7% | -18.9% | ? | 73.4% | 12.8% | 6.6% | -4.2% | 20.0% | 7.4% |
| CC(=O)Nc1nc2n(n1)C(c1ccc(Cl)cc1)C=C(C)N2 (configuration not stated) | 0.1% | -6.7% | -22.6% | 0.4% | 2.2% | -39.5% | -3.5% | 1.5% | -0.5% | 13.6% | -0.4% |
| Cc1ccc(SCC(=O)OC(C)C(=O)NCc2ccccc2)cc1C (configuration not stated) | 12.0% | -5.4% | / | 3.6% | 0.7% | -5.0% | -2.9% | / | 0.0% | / | / |
| CC(C)C(NC(=O)c1ccc(C(C)(C)C)cc1)C(=O)N1CCCC1 (configuration not stated) | 2.0% | 7.8% | 0.0% | -9.4% | 1.1% | -18.2% | -5.0% | 12.1% | 0.0% | 3.6% | -5.7% |
| CNC(=O)C(=O)Nc1cc2c3c(c1)CCN3C(=O)CC2 | 2.3% | -10.5% | -22.4% | -1.5% | 6.8% | -16.1% | -3.6% | -0.1% | -2.8% | -4.0% | -0.9% |
| CCc1ccccc1NC(=O)C1CCCN(c2nccc(C)n2)C1 (configuration not stated) | 0.4% | 1.3% | -2.5% | -1.3% | -6.4% | 4.0% | -0.7% | 1.9% | 2.4% | -7.3% | 0.3% |
| O=C(NC12CC3CC(CC(C3)C1)C2)c1ccc([N+](=O)[O-])o1 | 3.8% | -10.8% | ? | ? | -0.8% | -100.7%[inhibitor] | 0.9% | ? | ? | ? | -2.7% |
| Cc1ccc2nc(SCC(=O)NC(=O)NCc3ccco3)[nH]c2c1 | -1.5% | -6.1% | 20.6% | -9.0% | -2.2% | -4.0% | 1.1% | 17.8µM* | -3.4% | -4.8% | 2.5% |
| Oc1ccc(-c2cn3ccccc3n2)cc1 | 2.82µM* | 7.1% | -35.6% | 5.36µM* | ? | ? | 2.24µM* | ? | 3.98µM* | / | 10.6% |
| O=S(=O)(c1ccccc1)N1N=C(c2cccs2)CC1c1ccc(Br)cc1 (configuration not stated) | -0.9% | -1.4% | 3.1% | -0.8% | -4.4% | -34.3% | -0.4% | -2.5% | -3.3% | 13.9% | 16.7% |
| Cc1ccc(S(=O)(=O)c2c(C)nn(C(C)(C)C)c2OC(=O)C2CCCC2)cc1 | 7.5% | -2.1% | 15.7% | 2.1% | -4.4% | -68.5% | 1.2% | ? | -13.7% | -1.5% | 1.6% |
| COc1ccc(NC(=O)C2CCC(N3C(=O)C4C5C=CC(C5)C4C3=O)CC2)cc1 (configuration not stated) | 2.4% | -6.4% | 28.3% | 0.3% | -0.9% | 0.0% | -3.8% | 3.3% | 5.1% | -6.6% | 1.6% |
| Cc1ccc(S(=O)(=O)CCC(=O)Nc2ccccc2Cl)cc1 | -0.1% | 3.7% | 14.6% | 1.9% | 1.9% | -11.0% | -3.0% | -8.2% | 6.3% | -0.1% | ? |
| CCn1cc(SCC(N)=O)c2ccccc21 | -3.7% | 3.0% | -35.2% | 0.6% | -6.7% | -0.2% | 3.9% | -5.0% | 0.8% | -2.3% | 0.6% |
| Cc1ccc2nc(-c3ccc(NC(=O)COC(=O)c4ccc(=O)[nH]c4)cc3)sc2c1 | 0.562µM* | ? | 0.282µM* | 3.38µM* | 2.31µM* | -28.1% | 0.355µM* | 5.01µM* | -13.6% | 14.0% | 24.5% |
| COc1ccc(OC)c(C(=O)c2c(C)oc3cc([N+](=O)[O-])c(O)c([N+](=O)[O-])c23)c1 | 4.1% | 1.2% | 18.2% | 21.3µM* | 3.4% | 43.9% | 0.7% | 9.4% | 2.7% | / | -0.1% |
| N=c1n(CCN2CCOCC2)c2ccccc2n1CC(=O)c1ccc(Cl)c(Cl)c1 | 10.3% | -22.6% | ? | -2.0% | -3.7% | -82.4%[inhibitor] | -1.2% | 3.98µM* | -0.5% | -2.2% | 0.1% |
| O=C(CCC(=O)NC1CCCCCCC1)Nc1nnc(C(F)(F)F)s1 | -6.9% | -3.4% | 5.1% | 4.7% | -1.3% | -0.1% | 0.2% | -0.3% | / | -5.1% | -10.2% |
| Cc1ccccc1OCc1nc2c3c(ncn2n1)-c1ccccc1CC31CCCC1 | 0.1% | -6.5% | 37.2% | -0.4% | 1.7% | -32.8% | -5.7% | -0.6% | 6.8% | 11.9% | 3.0% |
| Cc1ccc(-c2nc3ncccn3c2NC2CCCC2)o1 | 2.9% | 3.1% | ? | -2.5% | -3.8% | -22.8% | -2.1% | -24.7% | 4.5% | 29.2% | 4.1% |
| Cc1ccc(S(=O)(=O)N2CCOCC2)cc1C(=O)NCc1ccc2c(c1)OCO2 | 0.3% | -2.2% | -1.7% | 1.4% | -0.3% | 2.9% | -3.0% | 4.2% | 2.9% | ? | 0.7% |
| Cc1cccc(C)c1OCc1cc(C(=O)N2CCCC2c2nonc2C)no1 (configuration not stated) | 7.0% | -17.0% | 0.0% | -2.8% | -3.2% | 34.3% | 3.5% | 2.1% | -0.2% | -8.9% | -0.4% |
| Cc1ccc(SCCC(=O)Nc2cc(C)on2)cc1 | 1.0% | -2.0% | -23.6% | -1.5% | 1.1% | -15.2% | -2.1% | 2.4% | 2.5% | -7.1% | 3.2% |
| CCCOc1ccc(Br)cc1/C=N/NC(=O)c1cc(OC)c(OC)c(OC)c1 | -0.8% | 2.1% | -42.8% | -4.7% | 14.2% | -23.3% | -6.2% | -25.6% | 2.5% | -1.7% | 9.3% |
| CCC1CCCCN1C(=O)COC(=O)c1ccc(S(=O)(=O)N2CCOCC2)cc1 (configuration not stated) | 3.8% | -0.4% | 14.8% | 3.1% | -0.7% | 0.7% | 3.0% | 9.2% | 3.5% | 3.2% | -7.9% |
| O=C(NCc1ccco1)c1ccc2c(c1)OCCO2 | 19.4% | ? | 42.3% | -13.2% | ? | 46.1% | 13.0% | 16.2% | -1.0% | 3.9% | ? |
| O=C(NCCc1cccc(F)c1)[C@@H]1CSC2c3ccccc3C(=O)N21 (some centres not stated) | 1.1% | 7.3% | 36.3% | -7.4% | -1.0% | -24.0% | -1.3% | 4.0% | 5.4% | 4.3% | -1.9% |
| COc1ccc(C(=O)CSc2nc(C)cc(=O)[nH]2)cc1C | -0.2% | 1.1% | 18.2% | -0.2% | 1.0% | -2.7% | 0.1% | 4.4% | 6.0% | 11.7% | 2.7% |
